Compound activity as filed in PubChem BioAssay.
HKDC1 inh = HKDC1 (human) hexokinase inhibition. Q2TB90. recombinant HKDC1, G6PDH/diaphorase resazurin coupled fluorescence. inhibition, % at 20 µM. hit rate 0.16% among 340,000;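 active = inhibition above about 35% when tested at 20 µM, limit read from the data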;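 also: plate controls were DMSO wells with enzyme for no effect and DMSO wells lacking enzyme for full effect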
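Assay system: in-house recombinant HK5 (HKDC1) enzyme. Input: HKDC1 at 5 µg/mL. Medium: Tris pH 8.0 buffer with MgCl2, Tween-20, BSA, BME. Dosing: single 20 µM dose. Schedule: 90 min reaction incubation at room temperature, dark. Signal: resazurin-to-resorufin fluorescence via G6PDH and diaphorase coupling, 525/613 nm. Controls: DMSO-enzyme wells negative, buffer-substituted wells positive.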
ATG4B inhibitor = inhibitors of human ATG4B cysteine protease. Q9Y4P1. ATG4B cleavage of LC3-PLA2, NBD-HPC fluorescence, 1 h. inhibition, % at 8.33 µM. hit rate 0.51% among 340,000; in the data active = inhibition above about 40%
Target sequence (Q9Y4P1 whole entry, looked up): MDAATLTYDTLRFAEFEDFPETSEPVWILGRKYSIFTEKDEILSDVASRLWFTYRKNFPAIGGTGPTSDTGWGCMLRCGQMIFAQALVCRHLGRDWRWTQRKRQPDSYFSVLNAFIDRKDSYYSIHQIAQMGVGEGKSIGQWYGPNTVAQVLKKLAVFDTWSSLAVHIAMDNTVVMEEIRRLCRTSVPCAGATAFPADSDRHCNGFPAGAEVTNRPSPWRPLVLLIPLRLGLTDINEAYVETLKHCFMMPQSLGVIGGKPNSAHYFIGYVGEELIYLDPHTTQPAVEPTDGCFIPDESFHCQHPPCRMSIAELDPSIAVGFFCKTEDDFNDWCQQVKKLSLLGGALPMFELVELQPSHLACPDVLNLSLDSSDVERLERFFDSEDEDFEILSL
SENP7 inh = blocks the human protease SENP7 | Q9BQF6 | recombinant SENP7, Z-RLRGG-aminoluciferin luminescence, 40 min | inhibition, % at 5 µM | hit rate 1.5% among 330,000;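 active = inhibition above about 50% at the single test dose, limit read from the data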;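 also: plate controls were DMSO with enzyme for no effect and no enzyme buffer wells for full effect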
Target sequence (Q9BQF6 706-1050 limits assumed): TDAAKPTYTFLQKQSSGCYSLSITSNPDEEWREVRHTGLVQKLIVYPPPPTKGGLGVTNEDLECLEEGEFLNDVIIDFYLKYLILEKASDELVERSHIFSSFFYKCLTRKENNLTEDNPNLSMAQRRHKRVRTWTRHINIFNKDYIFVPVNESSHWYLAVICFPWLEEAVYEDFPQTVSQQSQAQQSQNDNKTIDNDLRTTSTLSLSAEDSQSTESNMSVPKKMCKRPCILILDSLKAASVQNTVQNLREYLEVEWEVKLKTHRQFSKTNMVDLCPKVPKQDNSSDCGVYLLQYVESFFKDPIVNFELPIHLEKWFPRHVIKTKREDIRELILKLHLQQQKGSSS
SENP6 block = blocks the human protease SENP6; Q9GZR1; Recombinant SENP6 catalytic domain, aminoluciferin luminescence; inhibition, % at 10 µM; hit rate 1.8% among 330,000; AID 2599;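 active = inhibition above about 50% at the single tested dose, limit read from the data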;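 also: plate controls were DMSO wells with enzyme for no effect and DMSO wells lacking enzyme for full effect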
SENP8 block = SENP8 (human) protease inhibition | AID 602440 | recombinant SENP8, Nedd8 substrate fluorescence | inhibition, % at 20 µM | Q96LD8 | hit rate 0.64% among 360,000; in the data active = inhibition mostly above about 40%, no sharp cut-off; inactive = mostly below about 27%
Target sequence (Q96LD8 whole entry, looked up): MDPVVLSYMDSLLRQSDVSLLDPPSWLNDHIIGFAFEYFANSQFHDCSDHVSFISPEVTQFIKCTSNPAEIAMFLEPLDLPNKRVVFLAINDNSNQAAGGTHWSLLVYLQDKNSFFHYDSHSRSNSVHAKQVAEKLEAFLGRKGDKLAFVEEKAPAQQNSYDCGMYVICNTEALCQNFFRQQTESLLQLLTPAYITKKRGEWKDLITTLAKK
NR3A LBD binder = modulators (binders) of human NR3A ligand-binding domain | hit rate 2.5% among 340,000 | NR3A LBD differential scanning fluorimetry, Tm shift; 0% = protein alone, 100% = glycine-bound protein | Tm shift relative to glycine control, % at 25 µM;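 active = melting temperature shift of at least 10% of the positive control shift, at one fixed dose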
MPTP block = blocks calcium-induced mitochondrial swelling; hit rate 1.4% among 360,000; AID 602449; isolated mouse mitochondria, Ca2+ swelling absorbance, 30 min; inhibition, % at 10 µM;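 active = inhibition of 50% or more, scaled per plate between neutral and stimulator controls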;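 also: 0% = DMSO wells given calcium and 100% = 1 mM EGTA wells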
PfG6PD inh = PfG6PD (Plasmodium falciparum) enzyme inhibition | inhibition, % at 20 µM | hit rate 0.78% among 350,000 | PfGluPho enzyme, NADPH resazurin-diaphorase fluorescence;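 active = inhibition reaching at least a set limit at 20 µM in the primary screen, cut at about 59% in these data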;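 also: 0% = DMSO wells with substrate and 100% = DMSO wells lacking glucose-6-phosphate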
Active calls of the source: *; i = inactive; · = not tested or not shown. Rows were taken by chance. Share with any hit: about 6.9%.

molecule	HKDC1 inh	ATG4B inhibitor	SENP7 inh	SENP6 block	SENP8 block	NR3A LBD binder	MPTP block	PfG6PD inh
CSCCC(NC(=O)COc1ccccc1)C(=O)OCC(=O)c1ccccc1 (stereo unspecified)	-4.2	0.5	-0.9	-1.9	6.3	-0.4	-0.5	11.1
Cc1ccc(NC(=O)Cn2nnc(C(=O)NCc3ccc(Cl)cc3)c2N)cc1F	2.1	5.3	6.4	1.2	14.6	13.4*	-0.5	-3.2
Cc1cc2c(SCc3ccccc3Cl)nc(N)nc2nc1C	-3.5	-0.8	·	·	i	1.5	-0.4	7.3
O=S(=O)(Nc1nc2ccccc2nc1NCc1ccco1)c1ccc(F)cc1	3.5	-5.2	0.3	-0.4	-485.1	-3.5	11.3	-35.7
O=C(CCC(=O)c1ccc(Cl)s1)Nc1ncccc1O	9.7	-1.4	-4.5	0.2	-33.6	-0.3	-1.6	14.8
CCNCc1cc(Cl)cc(OC)c1OC(C)C	-10.3	-3.8	5.3	-16.1	11.0	-1.6	-0.4	-6.2
Cc1cccc(C(=O)Nc2cccc(C(=O)N/N=C/c3ccncc3)c2)c1	-4.7	-10.0	-0.7	-7.8	20.0	0.2	-0.3	-2.5
CSc1nsc(SCC(=O)Nc2cccc(NC(C)=O)c2)n1	0.8	-2.5	-5.1	-0.9	11.1	2.7	0.8	5.1
C/C(=C\c1ccc(C)o1)C(=O)c1c(C)cc(C)[nH]c1=O	-7.2	-6.3	1.3	19.8	6.0	-0.2	1.7	-0.9
COc1ccc(S(=O)(=O)N2CCOC2CNC(=O)C(=O)NCc2ccncc2)cc1 (stereo unspecified)	-3.5	-8.2	1.2	-2.6	2.4	2.3	-2.0	6.1
Nc1nc(=O)n(C2CCCO2)cc1Br (stereo unspecified)	0.5	11.6	·	·	4.0	1.3	-0.5	-24.1
Cc1nc2nc(CCc3ccccc3)nn2c(C)c1Cl	10.9	0.7	-0.7	-0.5	7.3	-2.6	-0.9	7.3
O=C(Cn1cnc2cc([N+](=O)[O-])ccc2c1=O)Nc1ccc2c(c1)OCO2	1.8	-4.8	11.7	-6.6	-2.0	-1.4	-0.6	1.6
CCOCCCNC(=O)CCn1nc(-c2ccc(Cl)cc2)ccc1=O	-0.2	2.4	-3.0	-32.6	5.7	-2.2	-0.7	2.1
Cc1cc(/C=C(/C#N)c2nc3ccccc3[nH]2)c(C)n1-c1cccc([N+](=O)[O-])c1	-3.8	28.7	7.2	4.7	6.9	-10.8	-2.1	19.1
CCC(C)c1ccc(NC(=S)NCCn2cc(Br)cn2)cc1 (stereo unspecified)	-3.5	-1.9	6.5	7.1	9.9	-16.8	10.9	4.7
CC(NC(=O)C1CCCN(S(=O)(=O)c2ccc(-n3cnnn3)cc2)C1)c1ccc(F)cc1 (stereo unspecified)	-1.9	-8.3	-2.6	-33.8	9.5	1.3	-2.0	-10.1
O=C(O)c1ccccc1NCc1cccs1	-2.5	-4.0	-1.6	5.4	-302.0	-4.5	-0.3	9.5
Cn1c2ccc(F)cc2c2ncn(CC3CCCO3)c(=O)c21 (stereo unspecified)	-0.2	-13.6	6.0	-18.0	-404.0	2.0	0.3	7.6
CC1=NN(c2cccc(F)c2)C(=O)/C1=C/c1ccc(N(C)C)cc1	-3.3	-2.9	10.8	5.9	39.4	1.4	5.8	-4.9
C#CCNC(=O)C1=C[C@H](c2ccccc2)C[C@H](OCCCCO)O1	1.0	-10.9	-15.2	-17.2	-34.6	0.6	0.6	17.2
O=C(NCc1cccc(Cl)c1)C1CCCN(c2ncnc3c2nc2n3CCCCC2)C1 (stereo unspecified)	1.0	12.3	8.7	-11.0	3.8	-1.0	-0.3	-2.6
O=C(c1ccc2c(=O)n3c(nc2c1)CCCCC3)N1CCN(Cc2ccccc2)CC1	-3.9	-4.1	10.6	5.0	13.0	-1.6	-2.0	3.9
Cc1ccc(C)c(NC(=O)c2cnn(-c3ccccc3)c2C)c1	-7.5	2.9	-10.5	-9.1	21.7	0.2	-1.7	8.1
Cc1ccc(N(Cc2cc3ccc(C)cc3[nH]c2=O)S(C)(=O)=O)c(C)c1	-4.9	-1.0	1.9	2.7	-45.0	-0.9	0.3	14.7
CSc1ncc(CN2CCN(C3CCCCC3)C(CCO)C2)cn1 (stereo unspecified)	-1.0	2.1	1.1	-2.9	2.3	0.7	-1.2	-6.0
Cc1cccc(C)c1NC(=O)N1CCC(c2nc3ccccc3o2)CC1	-7.2	8.8	-4.8	-5.4	19.7	0.6	0.3	-1.5
CCSc1nnc(-c2cc3c(s2)-c2ccccc2CC3)o1	-0.2	5.1	22.9	10.1	-452.9	-1.1	2.7	15.2
CC(NC(=O)c1ccccc1NC(=O)c1ccncc1)c1ccccc1 (stereo unspecified)	-7.2	4.3	-7.9	-20.1	-42.9	0.4	-0.2	-15.0
CCCN1C(=O)/C(=C/C=C2\N(CC)c3ccccc3C2(C)C)SC1=S	-3.8	4.6	4.6	4.7	44.3*	5.6	17.6	7.3
COc1cc(/C=N/NC(=O)c2ccc(NS(=O)(=O)c3cccs3)cc2)cc(OC)c1O	4.7	-2.0	5.1	-5.0	-282.9	-1.3	1.1	4.8
O=C(c1ccco1)N1CCN(Cc2ccc(F)cc2)CC1	-4.3	9.4	-4.5	8.8	6.6	-3.3	3.5	-10.2
Cc1occc1C(=O)N/N=C/c1sc(N2CCOCC2)nc1-c1ccccc1	-0.1	-1.1	-4.6	-11.1	-38.2	-1.4	-3.8	-1.6
COC(=O)N/N=C/c1c(C)c(C(=O)c2ccc(F)cc2)n2ccccc12	-3.2	-10.4	-2.6	-8.7	-38.6	1.2	1.3	33.0
Cn1c(=O)[nH]c(=O)c2c1nc(SCC(N)=O)n2Cc1cccc(Br)c1	4.4	-5.3	-0.4	19.5	7.2	0.0	0.5	12.4
COc1ccc(OCC(=O)Nc2c3c(nn2C(C)(C)C)CSC3)cc1	0.2	-4.3	8.3	-7.9	18.1	0.9	2.2	-4.8
O=C(NCc1ccncc1)C(=O)NC1CC1	-6.2	-7.2	-8.6	-13.6	7.8	-1.1	0.3	-2.2
CCOc1ccc(NC(=O)CCC(=O)c2ccc(-c3ccccc3)cc2)cc1	-6.6	-1.8	-1.0	11.0	24.3	-7.0	1.8	-9.4
CCCn1c(SCC(=O)N2c3ccccc3CC2C)n[nH]c1=O (stereo unspecified)	0.0	-0.9	-7.0	0.4	7.8	0.3	-0.9	6.7
O=C(CCCn1c(=O)oc2ccccc21)N1CCN(c2ccc(F)cc2)CC1	-5.1	-4.8	-2.3	-3.6	12.7	0.2	2.0	-0.7
CCCOc1ccc(OCCSc2ncccn2)cc1	1.1	3.6	65.2*	77.8*	24.7	-2.1	1.5	13.2
CCC1=Nc2cc(C(=O)NCc3ccco3)ccc2Sc2ccc(Cl)cc21	-3.2	38.5	1.3	2.0	-5.8	-7.9	-5.5	5.6
Cc1nc2ccc3[nH]snc3c2n1	6.1	-4.1	0.9	15.0	-69.2	-2.7	-0.1	14.3
CC(C)C[C@H]1CN=C(Nc2ccccc2)N1CCC(C)c1ccccc1 (stereo partly specified)	-5.3	8.2	1.4	-7.3	21.3	-3.8	6.6	11.2
Cc1cccc(-n2nnc(C(=O)NCc3ccc4c(c3)OCO4)c2N)c1	-0.5	-2.4	-4.2	-1.7	4.6	-1.4	-0.2	16.3
CC(NC(=O)C12CC3(C)CC(C)(CC(C)(C3)C1)C2)C(=O)O (stereo unspecified)	-6.5	-3.3	4.4	16.0	-0.7	-2.0	-1.2	-14.0
CCc1ccc(Nc2n[n+](-c3ccccc3)c(-c3ccc(SC)cc3)s2)cc1	-2.7	8.3	-15.3	7.3	-38.9	-26.4	2.1	3.5
CN1N=C(C(=O)N2CCCC(N3CCN(c4ccc(F)cc4)CC3)C2)CCC1=O (stereo unspecified)	-20.1	4.2	-4.8	-10.9	8.6	0.3	0.4	-0.4
CCOc1ccc(NC(=O)CN2C(=O)COc3ccc(Cl)cc32)cc1	-4.0	-0.1	-5.0	-2.6	-0.1	-0.2	-0.5	-11.7
CCCCn1c(SCC(=O)Nc2cc(C(F)(F)F)ccc2Cl)nnc1C(CC)N(C)C (stereo unspecified)	-3.3	-0.6	-2.0	-8.5	9.6	-0.7	0.2	-6.3
Cn1c(/C=C/c2ccc(Br)cc2)nc2ccccc2c1=O	1.1	2.2	5.3	10.1	-6.7	1.9	1.4	-2.5
CCOC(=O)c1[nH]ncc1[C@@H]1C[C@H]2CN(Cc3cccc(Cl)c3)C(=O)[C@]23CCCN13	-5.6	-2.9	3.0	23.2	9.6	-1.2	3.3	-2.5
Cc1nnc(NC(=O)CC(NC(=O)C(F)(F)F)c2ccccc2)s1 (stereo unspecified)	8.2	5.8	6.1	-2.8	18.0	-4.0	-0.8	1.4
COc1ccc(CNC(=O)C2CCN(S(=O)(=O)c3ccccc3)CC2)cc1	-6.4	3.5	-12.2	-11.6	8.9	0.5	0.1	-8.4
OCC1(Cc2ccccc2)CCN(Cc2cnc(-c3ccc(Cl)cc3)nc2)CC1	-5.3	23.5	-0.3	13.4	5.7	-9.5	2.9	0.6
O=C(N/N=C/c1ccccc1F)c1ccc(COc2ccccc2Cl)o1	-3.9	12.0	9.0	-16.8	12.8	-7.9	1.0	10.0
CCOC(=O)C1=C(C)NC(=O)NC1c1ccccc1 (stereo unspecified)	-4.7	-7.0	-6.3	5.8	8.7	-3.6	-2.7	-8.4
COc1ccc(-c2noc(-c3ccccc3C(=O)NCC3CCCO3)n2)cc1 (stereo unspecified)	-6.0	5.0	-2.1	-20.2	15.0	-1.3	5.1	-29.5
Cc1cccc(NC(=O)c2ccc(N3CCCCC3)c([N+](=O)[O-])c2)n1	8.3	-2.9	73.4*	76.0*	15.4	0.6	-0.7	97.8*
COc1ccc2c(c1)C[C@]1(C)c3ccccc3C(=O)N(Cc3ccccc3)[C@H]21	1.5	1.3	·	·	3.3	0.1	-0.2	-0.9

(continued)
molecule	HKDC1 inh	ATG4B inhibitor	SENP7 inh	SENP6 block	SENP8 block	NR3A LBD binder	MPTP block	PfG6PD inh
COc1cccc(NC(=O)N2CCN(c3cccc(C)c3)C(C)C2)c1 (stereo unspecified)	-6.2	-7.4	-0.1	15.0	6.4	-0.8	0.3	-3.4
O=Cc1nccc2ccccc12	-1.3	-1.7	·	·	-8.6	-0.2	-1.7	6.0
COc1ccccc1C(=O)NCCC(=O)NCC(c1ccccc1OC)N1CCCC1 (stereo unspecified)	-4.0	0.5	2.4	6.5	11.1	2.1	-1.5	25.4
COc1ccc(C(=O)C2CCN(CC(=O)Nc3cc(C)cc(C)c3)CC2)cc1	4.4	-3.6	-2.6	12.6	11.1	-2.1	1.4	-7.0
CC(=O)N1CN(CCCn2ccnc2)Cc2c1sc1c2CCCC1	-3.7	-7.2	8.7	-2.5	-45.9	3.5	-0.4	14.1

Exported with values under each structure: entries from further up.
Fields – HKDC1 inh	ATG4B inhibitor	SENP7 inh	SENP6 block	SENP8 block	NR3A LBD binder	MPTP block	PfG6PD inh
> O=Cc1nccc2ccccc12
    -1.3	-1.7	·	·	-8.6	-0.2	-1.7	6.0
> COc1ccccc1C(=O)NCCC(=O)NCC(c1ccccc1OC)N1CCCC1 (stereo unspecified)
    -4.0	0.5	2.4	6.5	11.1	2.1	-1.5	25.4
> COc1ccc(C(=O)C2CCN(CC(=O)Nc3cc(C)cc(C)c3)CC2)cc1
    4.4	-3.6	-2.6	12.6	11.1	-2.1	1.4	-7.0
> CC(=O)N1CN(CCCn2ccnc2)Cc2c1sc1c2CCCC1
    -3.7	-7.2	8.7	-2.5	-45.9	3.5	-0.4	14.1
